# ASAP1 GAP inh: ASAP1 ArfGAP inhibition; Q9ULH1; ASAP1-stimulated ARF1 GTP hydrolysis, GDP FP detection; inhibition, % at 16.5 µM; actives 0.19% (n = 360,000); AID 624377; in the data active means inhibition above about 25%;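 further: 0% = vehicle with enzyme and substrate and 100% = no enzyme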
# GC-B act: GC-B (human) receptor activation; actives 0.11% (n = 370,000); activation, % at 10 µM; HEK293-GC-B cells, CNP EC30, cGMP TR-FRET; 0% at EC30 CNP, 100% saturating CNP; AID 1920062;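 active means activation at 10 µM reaching about 35% in either raw or pattern-adjusted values, limit read from the data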
# ADAM10 inh: ADAM10 inhibition, QFRET primary screen. recombinant ADAM10, EDANS/DABCYL FRET peptide cleavage, 3 h. inhibition, % at 7 µM. actives 0.62% (n = 370,000). AID 720582;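 active means inhibition above a per-campaign cutoff equal to the mean of compounds falling between control-based bounds plus 3 SD, cut at about 20% in these data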;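 further: 0% = DMSO wells while the 100% control is not disclosed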
# rCAG RNA binder: molecules binding r(CAG) RNA repeats | r(CAG) RNA repeat, TO-PRO-1 dye displacement fluorescence | inhibition, % at 3 µM | actives 1.3% (n = 370,000) | AID 651821;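 active means inhibition above the plate cutoff, the mean of all test compounds on that plate plus 3 SD, cut at about 35% in these data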;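 further: 0% = DMSO alone and 100% = 100 µM mitoxantrone as full dye displacement; higher means more dye released from RNA so lower well fluorescence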
# FXN GAA850 act: frataxin GAA850 promoter activation. AID 540364. activation, % at 6 µM. actives 0.56% (n = 360,000). HEK293 lucGAA850 FXN promoter luciferase reporter, 24 h; percent of 10 µM SAHA response;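 active means activation above the average of all compounds screened plus 3 SD, cutoff fixed separately per campaign, cut at about 7.5% in these data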;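 further: 0% = DMSO wells and 100% = 10 µM SAHA wells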
# ARFGAP1 inh: inhibitors of rat ARFGAP1; Q62848; Arfgap1-stimulated ARF1 GTP hydrolysis, GDP FP detection; inhibition, % at 16.5 µM; actives 0.26% (n = 360,000);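 active means inhibition above a per-plate limit, mean inhibition of low control wells plus 3 SD, cut at about 25% in these data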;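 further: 0% = DMSO wells with enzyme and 100% = wells lacking Arfgap1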
#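 System: truncated rat Arfgap1 GAP domain / Medium: HEPES-based buffer, pH 7.5 / Also added: N-terminally truncated human ARF1-GTP substrate / Incubation: enzyme reaction 120 min at 25 °C after 20 min preincubation / Measured by: FP of antibody-bound GDP Alexa 633 tracer, ex 620/em 688 nm / Replicates: singlicate, each compound tested once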
# proKLK7 act: activators of human kallikrein-7 zymogen | P49862 | purified proKLK7, EDANS-DABCYL substrate fluorescence; 100% is mature enzyme control, 0% vehicle | activation, % at 7 µM | actives 0.9% (n = 370,000) | AID 652039;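 active means activation above the mean of all tested compounds plus 3 SD, computed per campaign excluding outliers beyond control limits, cut at about 13% in these data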
# NPR1 activator: GC-A (human) enzyme activation. P16066. HEK293 GC-A cells, cGMP TR-FRET, EC30 ANP; 0% at EC30 ANP, 100% saturating ANP. activation, % at 10 µM. actives 0.14% (n = 370,000); in the data active means activation above about 40%
# Target sequence (P16066 whole entry, looked up): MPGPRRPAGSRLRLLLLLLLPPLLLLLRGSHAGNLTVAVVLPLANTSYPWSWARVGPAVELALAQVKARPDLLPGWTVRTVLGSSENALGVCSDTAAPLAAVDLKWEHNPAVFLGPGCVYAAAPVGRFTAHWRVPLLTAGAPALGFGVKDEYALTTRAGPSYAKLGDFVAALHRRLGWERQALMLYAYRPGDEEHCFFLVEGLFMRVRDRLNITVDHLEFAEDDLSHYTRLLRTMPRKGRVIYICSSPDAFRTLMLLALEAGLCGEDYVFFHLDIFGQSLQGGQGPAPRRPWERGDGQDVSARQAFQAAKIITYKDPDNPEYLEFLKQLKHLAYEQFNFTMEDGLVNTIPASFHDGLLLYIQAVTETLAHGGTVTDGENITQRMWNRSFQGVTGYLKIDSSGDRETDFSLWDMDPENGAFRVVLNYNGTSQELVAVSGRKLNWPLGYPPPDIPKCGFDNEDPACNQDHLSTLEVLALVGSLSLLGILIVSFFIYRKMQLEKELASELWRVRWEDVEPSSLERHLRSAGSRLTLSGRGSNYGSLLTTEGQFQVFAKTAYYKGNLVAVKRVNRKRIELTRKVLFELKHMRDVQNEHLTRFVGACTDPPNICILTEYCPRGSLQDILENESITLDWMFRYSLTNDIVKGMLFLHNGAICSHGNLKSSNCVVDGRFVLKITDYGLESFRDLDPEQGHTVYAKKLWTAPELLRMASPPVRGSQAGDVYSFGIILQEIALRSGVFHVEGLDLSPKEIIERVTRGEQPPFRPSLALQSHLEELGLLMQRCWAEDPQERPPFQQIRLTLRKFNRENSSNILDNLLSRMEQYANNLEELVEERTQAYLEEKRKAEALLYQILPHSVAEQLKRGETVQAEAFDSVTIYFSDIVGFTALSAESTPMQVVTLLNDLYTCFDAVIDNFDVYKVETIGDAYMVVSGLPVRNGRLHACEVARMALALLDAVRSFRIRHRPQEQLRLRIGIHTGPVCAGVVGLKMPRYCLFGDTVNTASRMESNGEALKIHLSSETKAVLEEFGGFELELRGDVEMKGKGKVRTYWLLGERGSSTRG
# DDE Tn6 FP inh: DD(E)-Tn6 binding inhibition, primary FP screen | P02675 | Fibrin DD(E) TRITC-Tn6 fluorescence polarization displacement | inhibition, % at 8.3 µM | actives 0.21% (n = 370,000) | AID 720509;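 active means inhibition above a per-campaign cutoff: mean of compounds within control limits plus 3 SD, cut at about 15% in these data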;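 further: 0% = median of all compound wells on the plate and 100% = blocking peptide control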
# HGIII-sPLA2 inh: Blocks human group III sPLA2 activity. QFRET BODIPY PC-A2 liposome hydrolysis, fluorescence. inhibition, % at 12.2 µM. actives 0.56% (n = 370,000). AID 743126;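 active means inhibition above mean plus 3 SD of compounds lying within the high and low control bounds, cut at about 19% in these data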;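 further: 0% = median of test compound wells and 100% = no enzyme DMSO wells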
# * marks the source's active call; other numbers are inactive results; i = inactive; . = no result given.
SMILES,ASAP1 GAP inh,GC-B act,ADAM10 inh,rCAG RNA binder,FXN GAA850 act,ARFGAP1 inh,proKLK7 act,NPR1 activator,DDE Tn6 FP inh,HGIII-sPLA2 inh
COc1ccc(Cc2nc3ccccc3n2CC(=O)N/N=C/c2ccc(O)cc2)cc1OC,6,2,-7,3,3.2,-10,-1.7,1,-1,-16
O=C(NC1CCCC1)c1c[nH]c2ccc(F)cc2c1=O,2,0,-10,-1,0.9,4,-0.4,2,6,-6
CCc1cc2c(C)ccc(C)c2nc1SCC(=O)Nc1c[nH]c(=O)[nH]c1=O,-6,-7,4,-2,2.0,-7,0.8,-20,7,-2
CC(=O)Nc1ccccc1O,3,3,5,1,-0.2,2,0.0,6,4,0
Cc1nn(-c2ccccc2)c(Cl)c1/C=N/NC(=O)c1ccco1,3,-3,15,2,3.4,1,0.8,0,1,3
COC(=O)C1=COC(OC2OC(CO)C(O)C(O)C2O)C2C(C)CC(=O)C12 (stereo not drawn),0,-6,-1,0,-2.7,1,0.5,3,2,0
COc1ccc(CCNC(=O)Cn2cc(C(F)(F)F)cc(Cl)c2=O)cc1,-12,0,-2,-3,-0.2,-1,-0.5,2,1,2
C/C(=N\NC(=O)CC#N)c1cc2ccc(O)cc2oc1=O,5,-2,i,-1,0.6,4,61*,0,-10,-11
O/N=C(/CCc1ccccc1)C1(O)CCCCC1,2,3,3,-1,0.5,-3,-0.3,0,3,6
O=C(NC(=S)N1CCCC1)c1ccccc1Cl,4,1,3,-5,-0.4,-1,0.2,1,4,9
COc1ccc(/C(O)=C2/C(=O)C(=O)N(CCN(C)C)C2c2cccnc2)cc1OC (stereo not drawn),1,2,4,0,-0.3,6,0.2,1,2,2
CC(NC(=O)NC12CC3CC(CC(C3)C1)C2)C1CCCO1 (stereo not drawn),0,-4,4,-4,-0.8,4,0.0,0,-2,-1
CCOc1ncccc1C(=O)N1CCN(S(=O)(=O)c2ccccc2)CC1,-2,3,1,-3,-0.4,-5,0.2,0,2,1
Cc1cc(C)c(OCCN2CCCC2)c(Cl)c1,-11,-2,-2,-2,1.6,-6,0.1,3,3,3
Cc1cc(C(=O)CSc2ccc3c(c2)OCCO3)c(C)n1C1CC1,-1,3,-5,-2,4.0,-16,0.0,-2,-1,-5
Cc1ccc(NC(=O)C(C)c2ccc(-c3ccccc3)c(F)c2)c(C)c1 (stereo not drawn),10,-9,1,2,2.7,-5,0.4,4,1,-3
CCCCC(=O)Nc1ccc(C(=O)NNC(=O)CCCOc2ccc(Cl)cc2Cl)cc1,3,-1,0,-2,-3.0,9,-0.1,-2,3,-4
CCOC(=O)CSc1nc(N)nc(C)c1Cl,-6,-2,1,-2,0.4,7,-0.2,-3,-5,3
CC1CN(c2sc(S(C)(=O)=O)nc2S(=O)(=O)c2ccc(Cl)cc2)CC(C)O1 (stereo not drawn),1,1,-6,-4,0.5,2,-0.1,0,-4,-1
CC(Oc1cccc(Cl)c1)C(=O)Nc1cc(S(=O)(=O)N2CCCCC2)ccc1N1CCOCC1 (stereo not drawn),-7,5,15,7,0.6,1,-0.2,4,-1,-18
CN1C(=O)[C@H]2[C@@H](c3ccc(C(F)(F)F)cc3)N[C@]3(CCCN(Cc4cccn4C)C3=O)[C@H]2C1=O,-8,2,2,10,-3.0,1,0.7,2,-5,-11
COc1ccccc1Cc1c(-c2ccc(C)cc2)nc2ccc(C)cn12,-4,2,-48,5,.,12,-0.7,-2,-4,-6
COC(=O)CN1CCN(C(c2ccccc2)c2ccccc2)CC1,-1,-2,-1,-9,-0.1,4,-0.1,1,2,2
CCOC(=O)CSc1nnc(-c2cccc(Br)c2)o1,-13,4,13,-4,-4.2,-5,-0.2,5,0,-3
COc1ccc(C(=O)n2nc(-c3ccc(OC)cc3)nc2N)cc1,-9,4,4,0,0.0,4,-0.1,3,-2,0
C=C(C)COc1ccc(-c2n[nH]c(C)c2-c2ccc(Br)cc2)c(O)c1,6,-1,18,13,-4.5,6,-1.2,3,-4,-16
CCOc1cc(C)c(Cl)cc1S(=O)(=O)NCc1ccco1,-2,-3,-1,-2,2.8,-3,0.1,-5,2,-12
CC(C)CC(NS(=O)(=O)c1ccc2c(c1)oc(=O)n2C)C(=O)NCc1cccnc1 (stereo not drawn),-4,-2,-2,1,0.7,-6,0.3,6,-10,-2
CCCSc1ccc([C@H]2N[C@@](C)(C(=O)OC)[C@H]3C(=O)N(CC)C(=O)[C@@H]23)cc1,4,4,1,-9,0.4,5,-0.2,4,-1,4
Cc1cc(Cn2nc(-c3ccccc3)cc2C(=O)NCc2cccc(C(F)(F)F)c2)on1,11,7,0,-1,-0.7,19,0.0,5,-2,-3

# Among those listed so far, these contain bromine:
SMILES,ASAP1 GAP inh,GC-B act,ADAM10 inh,rCAG RNA binder,FXN GAA850 act,ARFGAP1 inh,proKLK7 act,NPR1 activator,DDE Tn6 FP inh,HGIII-sPLA2 inh
CCOC(=O)CSc1nnc(-c2cccc(Br)c2)o1,-13,4,13,-4,-4.2,-5,-0.2,5,0,-3
C=C(C)COc1ccc(-c2n[nH]c(C)c2-c2ccc(Br)cc2)c(O)c1,6,-1,18,13,-4.5,6,-1.2,3,-4,-16

# (listing goes on)
SMILES,ASAP1 GAP inh,GC-B act,ADAM10 inh,rCAG RNA binder,FXN GAA850 act,ARFGAP1 inh,proKLK7 act,NPR1 activator,DDE Tn6 FP inh,HGIII-sPLA2 inh
COc1cccc(CNc2nnnn2C)c1OC,-1,-2,-1,5,1.3,-4,-0.1,-1,-3,4
COc1cc(/C=C(\NC(C)=O)C(=O)Nc2ccc(NC(C)=O)cc2)ccc1OC(C)=O,-14,3,1,-4,-1.2,-7,1.3,1,0,-5
Cc1nc2ccccn2c1C(=O)NNS(=O)(=O)c1ccc(C(C)(C)C)cc1,-1,1,-13,0,0.3,-4,-0.8,2,-3,-11
Nc1cc2c(cc1Cl)-c1ccccc1C2,-1,2,-10,5,5.5,1,0.0,0,-4,9
CCOC(=O)C1(C)/C(=N/Nc2ccccc2OC)C(=O)C(=O)N1c1ccccc1 (stereo not drawn),-9,-2,4,2,0.8,-6,0.0,1,4,6
CCCSc1nnc(CN2CCOCC2)n1C,7,-3,2,1,-1.3,3,0.3,-3,0,0
COc1ccccc1/C=C(/CC(=O)NCc1ccc(F)cc1)c1nc2ccccc2s1,7,-4,2,13,-0.9,7,-1.3,-11,3,-2
COc1cccc(C2Cc3ccccc3C(=O)O2)c1 (stereo not drawn),-11,-3,0,-4,1.4,9,0.5,-2,7,-1
COC(=O)[C@]1(C)N[C@H](c2ccc(-c3ccc(OC)cc3)cc2)[C@@H]2C(=O)N(C)C(=O)[C@@H]21,5,1,-34,1,-0.4,1,-1.1,5,2,9
CCOc1cc(CNCc2cccs2)ccc1OCC(=O)NC(C)(C)C,2,2,6,-4,0.4,13,0.1,1,-2,-8
COc1ccc(CN(C(=O)c2cc(=O)c3ccccc3o2)C2CCS(=O)(=O)C2)cc1OC (stereo not drawn),5,2,-3,-1,-0.1,6,0.1,0,-10,0
Cc1cc(C(=O)COC(=O)Cn2cnc3c2c(=O)n(C)c(=O)n3C)c(C)n1C,-17,1,-2,-3,-0.6,3,0.2,-1,4,-3
Fc1ccc(NCc2nnc(SCc3nnc(-c4ccccc4)o3)n2CC2CCCO2)cc1 (stereo not drawn),18,2,-3,-9,-2.2,0,0.0,-5,-2,1
Cc1ccccc1C(=O)N[C@@H](Cc1cccnc1)C(=O)N1CCC[C@H]1C(=O)NCCc1ccccc1Cl,-11,-2,-11,-1,.,-10,-0.5,0,-4,9
CCOC(=O)N1CCN(C(=O)COc2ccc3c(c2)C(=O)CC(C)(C)O3)CC1,9,2,i,-3,1.5,-2,31*,2,9,2
Cc1ccc(/C(O)=C2\C(=O)C(=O)N(CC(C)O)C2c2cccc(F)c2)cc1 (stereo not drawn),5,4,-2,0,-0.8,-7,-0.1,4,-2,0
S=C(NCc1ccccc1)Nc1cccc2ccccc12,4,-1,-13,5,-0.3,7,-1.5,1,9,7
CCSc1nc2sc3c(c2c(=O)n1CC)CCC3,-13,3,-4,3,2.8,4,0.1,-6,-10,-1
O=C(NC(=S)NCc1ccccc1)c1cccc([N+](=O)[O-])c1,-9,-9,4,-5,1.0,-1,0.8,0,-7,2
Cc1ccc(C)c(Cn2nnc3c(=O)[nH]c(C4CCCN(C(=O)c5cccs5)C4)nc32)c1 (stereo not drawn),-13,3,-3,9,0.5,3,-0.1,-11,0,-34
O=C(NCCc1ccccc1F)C1CCCN(c2nc3ccccc3s2)C1 (stereo not drawn),-1,-9,2,6,5.0,-9,0.4,1,-1,-6
O=C(COC(=O)C12CC3CC(CC(C3)C1)C2)Nc1ncc(Cl)cc1Cl,8,-2,-4,-2,-0.5,2,-0.3,1,4,2
CCOC(=O)C1CCN(C(=O)CCS(=O)(=O)c2ccc3c(c2)CCN3C(C)=O)CC1,-1,2,0,-5,-0.8,7,-0.3,1,-3,6

# Of the compounds above, eight have an aryl thioether with sulfur outside any ring:
SMILES,ASAP1 GAP inh,GC-B act,ADAM10 inh,rCAG RNA binder,FXN GAA850 act,ARFGAP1 inh,proKLK7 act,NPR1 activator,DDE Tn6 FP inh,HGIII-sPLA2 inh
CCc1cc2c(C)ccc(C)c2nc1SCC(=O)Nc1c[nH]c(=O)[nH]c1=O,-6,-7,4,-2,2.0,-7,0.8,-20,7,-2
Cc1cc(C(=O)CSc2ccc3c(c2)OCCO3)c(C)n1C1CC1,-1,3,-5,-2,4.0,-16,0.0,-2,-1,-5
CCOC(=O)CSc1nc(N)nc(C)c1Cl,-6,-2,1,-2,0.4,7,-0.2,-3,-5,3
CCOC(=O)CSc1nnc(-c2cccc(Br)c2)o1,-13,4,13,-4,-4.2,-5,-0.2,5,0,-3
CCCSc1ccc([C@H]2N[C@@](C)(C(=O)OC)[C@H]3C(=O)N(CC)C(=O)[C@@H]23)cc1,4,4,1,-9,0.4,5,-0.2,4,-1,4
CCCSc1nnc(CN2CCOCC2)n1C,7,-3,2,1,-1.3,3,0.3,-3,0,0
Fc1ccc(NCc2nnc(SCc3nnc(-c4ccccc4)o3)n2CC2CCCO2)cc1 (stereo not drawn),18,2,-3,-9,-2.2,0,0.0,-5,-2,1
CCSc1nc2sc3c(c2c(=O)n1CC)CCC3,-13,3,-4,3,2.8,4,0.1,-6,-10,-1

# Screening data: PubChem BioAssay, several laboratories
